# NCOA1 inh: SRC1 coactivator transcriptional activity inhibitors, primary screen, cell-based, luminescence; Nuclear receptor coactivator 1 (Homo sapiens), Q15788; HEK293 GAL4-SRC1 luciferase reporter; inhibition, % at 3.6 µM; AID 588354, 2011; actives 0.12% (n = 360,000);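 active = inhibition above the campaign mean plus 3 SD, with each screening campaign given its own cutoff, cut at about 60% in these data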;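 also: 0% = DMSO treated cells and 100% = gossypol at 36 µM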
# Exocytosis inh: LAMP-1 surface exposure blockers, TALL-104 cells – cell-based, flow cytometry, MLPCN library, primary screen; inhibition, % at 10 µM; actives 0.66% (n = 360,000); TALL-104 LAMP-1 surface exposure; cells stimulated with thapsigargin and PMA; AID 651702, 2012;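 active = inhibition above about 55%, limit read from the data; inconclusive = no clear call, values can overlap the other calls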
# NOD2-RIPK2 inh: NOD2-RIPK2 binding disruptors in cells, primary screen, fluorescence, CHO cells, BLA complementation | CCF4 ratio | inhibition, % at 4.98 µM | actives 0.38% (n = 360,000) | AID 624267, 2012; in the data active = inhibition above about 21%;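 also: 0% = vehicle only and 100% = reference blocker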
# LRH-1 inv ag: LRH-1 (NR5A2) inverse agonists, primary screen, cell-based, luminescence, HEK293T, StAR-luciferase reporter | LRH-1 transfected, 24 h | inhibition, % at 3.6 µM | actives 0.13% (n = 360,000) | AID 602396, 2012;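 active = inhibition above the mean inhibition of all tested compounds plus 3 SD, cut at about 73% in these data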;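 also: 0% = DMSO wells and 100% = reporter-only cells lacking LRH-1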
# Target sequence (O00482 whole entry, looked up): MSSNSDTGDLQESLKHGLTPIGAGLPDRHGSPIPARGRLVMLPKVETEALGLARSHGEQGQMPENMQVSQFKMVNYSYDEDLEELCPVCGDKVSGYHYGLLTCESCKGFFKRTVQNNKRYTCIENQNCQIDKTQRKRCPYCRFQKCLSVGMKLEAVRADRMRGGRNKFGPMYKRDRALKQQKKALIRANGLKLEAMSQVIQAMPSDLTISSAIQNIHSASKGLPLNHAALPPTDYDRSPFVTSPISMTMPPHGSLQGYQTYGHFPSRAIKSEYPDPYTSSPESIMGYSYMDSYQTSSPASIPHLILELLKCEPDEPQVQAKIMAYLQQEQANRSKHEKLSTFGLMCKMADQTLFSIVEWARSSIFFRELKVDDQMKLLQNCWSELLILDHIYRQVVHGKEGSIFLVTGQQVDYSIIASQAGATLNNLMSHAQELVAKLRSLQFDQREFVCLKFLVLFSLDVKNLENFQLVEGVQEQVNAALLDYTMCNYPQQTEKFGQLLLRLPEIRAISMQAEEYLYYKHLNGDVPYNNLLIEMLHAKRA
# TWEAK Fn14 block: inhibitors of TWEAK-Fn14 signaling, primary screen, luciferase reporter cells, uHTS; inhibition, % at 10 µM; TWEAK-stimulated Fn14 reporter cells, luciferase luminescence, 8 h; actives 2% (n = 360,000); AID 1159606, 2016; in the data active = inhibition above about 50%
# TLR9-MyD88 inh: inhibitors of TLR9-MyD88 association in cells, primary screen, cell-based, CHO, BLA complementation, fluorescence; Toll-like receptor 9 (Homo sapiens) + Myeloid differentiation primary response protein …; CCF4 FRET ratio; inhibition, % at 4.98 µM; actives 0.21% (n = 340,000); AID 504734, 2011;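 active = inhibition above the mean over all tested compounds plus 3 SD, cut at about 21% in these data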;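 also: 0% = DMSO only wells and 100% = clavulanate BLA inhibitor control wells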
# NR2F2 inh: NR2F2 transcriptional activity inhibitors, primary screen, cell-based, luciferase reporter, HEK293T, luminescence; inhibition, % at 8.6 µM; AID 686940, 2013; HEK293T NGFI-A luciferase reporter; actives 0.7% (n = 370,000); COUP transcription factor 2 (Homo sapiens), P24468;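 active = inhibition above a per-plate cutoff, mean inhibition of test wells between control levels plus 3 SD, cut at about 38% in these data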;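 also: cells cotransfected with COUP-TFII expression vector driving the NGFI-A reporter; 0% = median of COUP-TF2 test wells and 100% = reporter-only cells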
# Target sequence (P24468 whole entry, looked up): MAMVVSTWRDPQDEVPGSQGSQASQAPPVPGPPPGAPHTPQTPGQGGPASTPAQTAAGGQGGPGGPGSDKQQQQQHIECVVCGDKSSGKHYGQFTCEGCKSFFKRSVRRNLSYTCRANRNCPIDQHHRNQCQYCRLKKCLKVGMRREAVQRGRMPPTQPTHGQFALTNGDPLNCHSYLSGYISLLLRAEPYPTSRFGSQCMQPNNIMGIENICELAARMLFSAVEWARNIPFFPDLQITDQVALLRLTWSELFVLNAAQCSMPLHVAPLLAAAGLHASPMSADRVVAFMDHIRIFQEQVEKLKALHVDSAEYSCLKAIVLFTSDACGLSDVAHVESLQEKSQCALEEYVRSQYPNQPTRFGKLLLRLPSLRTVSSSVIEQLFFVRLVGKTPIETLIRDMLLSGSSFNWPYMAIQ
# ABHD5-PLIN5 inh: ABHD5-PLIN5 interaction inhibitors, primary screen, cell lysate, split luciferase complementation, luminescence | AID 602281, 2012 | inhibition, % at 4 µM | actives 0.78% (n = 360,000) | Split G. princeps luciferase complementation, 4 h;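 active = inhibition above the mean inhibition across every tested compound plus 3 SD, cut at about 22% in these data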;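 also: 0% = DMSO only wells and the 100% control is not disclosed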
# SRC3 inh: SRC3 coactivator transcriptional activity inhibitors, primary screen, cell-based, luminescence. inhibition, % at 3.6 µM. actives 0.17% (n = 360,000). HEK293 GAL4-SRC3 luciferase reporter. Nuclear receptor coactivator 3 (Homo sapiens), Q9Y6Q9;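 active = inhibition above a per-campaign cutoff, the mean of all compounds plus 3 SD, cut at about 60% in these data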;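 also: 0% = DMSO-treated cells and 100% = gossypol-treated cells at 36 µM; higher means less SRC3-driven luciferase light from the GAL4 reporter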
# TROY NFkB inh: inhibitors of TROY-driven NF-kB signaling, primary screen, Q293 LMP1-TROYcd cells, NF-kB luciferase, uHTS. Q293 LMP1-TROYcd NF-kB luciferase reporter, 4 h. inhibition, % at 10 µM. actives 0.98% (n = 360,000). AID 1347056, 2019;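 active = compounds whose plate-normalised and pattern-corrected inhibition of the luciferase reporter signal at the single screening dose is 50% or more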
# SRC2 inh: inhibition of GAL4-SRC2 driven luciferase reporter, primary screen, SRC2 inhibitor project, cell-based, luminescence; inhibition, % at 9 µM; HEK293 GAL4-SRC2 luciferase reporter; actives 0.17% (n = 370,000); Nuclear receptor coactivator 2 (Homo sapiens), Q15596; AID 651957, 2012;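 active = inhibition above the mean inhibition of all tested compounds plus 3 SD, set per campaign, cut at about 52% in these data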;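 also: 0% = DMSO treated cells and 100% = cells given Gossypol at 36 µM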
# Active calls of the source: *; ? = inconclusive; . = no result given. Only part of the results is shown; count on the stated rates, not on these rows.
SMILES,NCOA1 inh,Exocytosis inh,NOD2-RIPK2 inh,LRH-1 inv ag,TWEAK Fn14 block,TLR9-MyD88 inh,NR2F2 inh,ABHD5-PLIN5 inh,SRC3 inh,TROY NFkB inh,SRC2 inh
COc1ccc(CNC(=O)CC2C[C@H](C(=O)N3CCCCC3)[C@@]3(C)c4[nH]c5ccccc5c4CCN3C2=O)cc1OC (stereo partly specified),7,-2,-1,-11,12,-2,-2,2,8,11,-30
COc1ccc(COc2ccc3ccc(=O)oc3c2)cc1,-77,86*,-12,-30,-28,1,-31,-1,-157,-38,-53
OC(COc1cc(Cl)c(Cl)cc1Cl)CN1CCN(c2ncccn2)CC1 (stereo unspecified),-50,-3,-2,9,2,-6,15,4,-1,28,-6
Clc1ccc(-c2cc(-c3ccccn3)on2)c(Cl)c1,-106,-18,7,-153,83*,5,-27,-3,-19,37,-40
COc1cc(CN2CCCC(CCC(=O)NCc3ccc(C)o3)C2)cc2c1OCO2 (stereo unspecified),-10,-2,-2,9,-7,1,-7,-1,2,10,-15
O=C(NCc1cccs1)C1CCN(S(=O)(=O)c2ccc(Br)s2)CC1,-1,4,6,13,-2,10,11,10,5,18,-2
Nc1ncnc2c1ncn2[C@@H]1O[C@H](C(=O)N[C@@H](CO)Cc2ccccc2)[C@@H](O)[C@H]1O,-2,-1,-3,19,-2,.,-14,-5,11,-4,-17
Cc1c(NC(=O)C2CCCCC2)cc(C(=O)N2CCOCC2)cc1[N+](=O)[O-],7,-2,-7,12,38,2,-6,-3,2,-7,5
CC(/C=C1\N=C(SCc2ccccc2)SC1=O)=C\c1ccccc1,5,-6,-23,3,32,3,22,-2,3,-14,3
O=C(Nc1ccc(S(=O)(=O)NC2=NCCCCC2)cc1)c1ccc(Cl)c([N+](=O)[O-])c1,-6,-5,9,1,12,2,-3,10,11,14,14
CC1C2CC(CC1(C)C)N(C(=O)Nc1ccc3nccnc3c1)C2 (stereo unspecified),-25,-8,-10,-3,-28,-8,6,7,2,16,8
Cc1ccc(CNC(=O)CCC(=O)c2cccs2)cc1,-31,8,5,-2,-15,6,0,-2,1,-38,-9
COc1ccc(C(=O)NCc2ccc3c(c2)OCO3)cc1S(=O)(=O)N(C)Cc1ccccc1,13,8,-11,13,6,7,-9,6,8,21,-4
O=C(COC(=O)/C=C/c1cccc(C(F)(F)F)c1)NC1CCCCCC1,-8,-1,-3,0,10,7,-14,7,12,-4,1
CC1CCC(NC(=O)CCS(=O)(=O)c2ccc3c(c2)NC(=O)CO3)CC1 (stereo unspecified),-10,0,-2,3,4,-5,2,-4,4,6,-3
CC(C)n1c2ccccc2c2nnc(SCC(=O)OCN3C(=O)c4ccccc4C3=O)nc21,-27,-3,7,-1,-1,-1,-1,-5,4,15,18
O=C(CN1C(=O)c2ccccc2S1(=O)=O)Nc1ncc([N+](=O)[O-])s1,6,50,3,13,0,-6,4,0,11,-29,7
O=C(Oc1ccc(Cl)cc1)c1ccc2nccnc2c1,7,-1,-8,-5,1,3,4,-2,6,-32,12
O=C(Nc1ccc(N2CCCC2)cc1)c1ccc(Br)o1,-127,9,3,-126,-46,1,-38,0,-77,-9,-68
CCC1=Nc2cc(C(=O)NCCCN3CCOCC3)ccc2Sc2ccccc21,-23,-2,0,-4,1,-5,-20,3,-27,0,-7
O=C(CSc1ccc(-c2ccco2)nn1)NCc1ccc(F)cc1,-12,-1,-7,6,-8,3,1,7,9,8,1
COc1ccc2c(c1OC)C(=O)OC2,7,-1,-9,10,-4,2,-4,5,-16,-5,-12
CCc1c(C(=O)Nc2ccccc2C(N)=O)csc1C,-13,-4,2,-46,-21,-8,-29,0,-26,-49,-35
O=C(N/N=C\c1ccc(F)cc1)c1ccc(F)cc1,-51,-5,7,-28,-6,8,-18,5,-46,-43,-56
COc1cc(CNS(=O)(=O)c2ccc3c(c2)CC(C)N3C(=O)C2CCC2)cc(OC)c1OC (stereo unspecified),8,-2,0,6,12,-3,33,-6,20,16,41

# Three compounds picked at random from the list so far:
SMILES,NCOA1 inh,Exocytosis inh,NOD2-RIPK2 inh,LRH-1 inv ag,TWEAK Fn14 block,TLR9-MyD88 inh,NR2F2 inh,ABHD5-PLIN5 inh,SRC3 inh,TROY NFkB inh,SRC2 inh
COc1ccc(CNC(=O)CC2C[C@H](C(=O)N3CCCCC3)[C@@]3(C)c4[nH]c5ccccc5c4CCN3C2=O)cc1OC (stereo partly specified),7,-2,-1,-11,12,-2,-2,2,8,11,-30
Clc1ccc(-c2cc(-c3ccccn3)on2)c(Cl)c1,-106,-18,7,-153,83*,5,-27,-3,-19,37,-40
CCc1c(C(=O)Nc2ccccc2C(N)=O)csc1C,-13,-4,2,-46,-21,-8,-29,0,-26,-49,-35

# Later entries:
SMILES,NCOA1 inh,Exocytosis inh,NOD2-RIPK2 inh,LRH-1 inv ag,TWEAK Fn14 block,TLR9-MyD88 inh,NR2F2 inh,ABHD5-PLIN5 inh,SRC3 inh,TROY NFkB inh,SRC2 inh
CC(C)(C)OC(=O)N1CCCC1C(=O)NC(Cc1ccccc1)C(=O)O (stereo unspecified),3,-1,3,2,-5,1,-4,5,6,-4,-8
CCn1cc(/C=N\NC(=O)c2c[nH]c3ccccc23)c(C)n1,-65,0,1,-52,6,3,-10,3,-11,-23,-33
Cc1ccc(C)c(C(=O)CSc2nnc(C)s2)c1,-7,-3,-8,-19,-4,1,-24,-9,-4,-30,-21
CC(=O)Nc1nc(C)c(CCC2OCCO2)c(=O)[nH]1,-1,-5,10,1,5,-2,-1,-7,8,4,10
Cc1ccc(CONC(=O)c2ccc(C)cc2)cc1,-54,0,-7,-95,9,-7,-25,10,-44,-48,-24
O=C(Nc1ccc(N2CCCC2)cc1)c1ccc(Br)cc1,-25,-13,-3,-24,-6,6,3,6,-19,1,-23
COC(=O)Nc1c(C)nn(Cc2ccccc2C)c1C,6,3,18,13,4,5,.,-4,13,6,.
COc1ccc(CN(CCC(C)C)S(=O)(=O)c2ccccc2Br)c(OC)c1,-2,4,-11,-17,4,-5,15,-8,2,-3,-46
COc1ccc([C@@H]2CC(=O)[C@@H]3CN(S(=O)(=O)c4ccc(C)cc4)[C@H](c4ccccc4)C[C@@H]3N2S(=O)(=O)c2ccccc2)cc1,-2,?,-10,-1,2,.,8,0,13,2,-8
O=C(NCc1ccccc1Cl)C1CCCN(C(=O)Nc2ccc(F)cc2)C1 (stereo unspecified),-9,-4,6,8,9,2,2,-1,-5,18,-18
COc1cc(S(=O)(=O)N2CCN(C)CC2)ccc1Cl,-2,5,6,-1,-10,-1,8,5,2,-10,16
Cn1c(=O)c(S(=O)(=O)C(C)(C)C)c(O)c2ccccc21,-3,0,1,19,16,-4,-10,-6,15,-1,12
COc1ccc(N2C(=O)CC(SCc3ccc(Cl)cc3)C2=O)cc1 (stereo unspecified),-1,-5,7,16,10,-1,3,1,18,11,-3
NC(=O)c1nnn(-c2cccc(C(F)(F)F)c2)c1-c1ccccc1,-2,1,-2,7,-1,-3,1,-8,13,-7,8
Cc1c(C)c2c(OCC(=O)N[C@@H](Cc3ccccc3)C(=O)O)cc3c(c2oc1=O)CCC(C)(C)O3,16,2,-8,-3,13,5,5,10,25,-6,4
Cc1ccccc1CN(c1ccc(C(=O)N2CCCC2)cc1)S(C)(=O)=O,8,16,-15,-8,-17,-7,8,-9,-7,13,1
O=C(c1n[nH]c(=O)c2ccccc12)N1CCN(Cc2ccc3c(c2)OCO3)CC1,1,-3,-14,-7,2,-4,-5,4,2,6,-45
CC1(C)CC(=O)c2c(oc3cc(O)c(O)cc23)C1,-7,0,2,-20,-15,0,-21,1,-9,-35,7
CC(CC(=O)N1CCN(c2ccccc2)CC1)S(=O)(=O)c1ccc2c(c1)NC(=O)CS2 (stereo unspecified),5,5,5,-9,11,-17,-9,-4,-35,20,-5
O=S(=O)(Nc1ccccc1Cl)c1cc(NC(=S)NCCN2CCOCC2)ccc1Cl,6,12,1,11,10,-8,7,-1,18,5,-7
O=C(/C=C/Nc1ccccc1)C(F)(F)F,2,-1,2,2,-16,6,-15,4,7,5,28
CCC(C)c1ccc(OCC(=O)Nc2ccc3[nH]c(=O)[nH]c3c2)cc1 (stereo unspecified),-11,1,18,11,-20,-5,-6,-2,10,7,0
O=C(CCNC(=O)c1ccc([N+](=O)[O-])cc1)NNC(=O)c1ccncc1,-12,-2,-6,24,8,-1,-2,1,5,5,-33
COc1cccc(-c2cc(C(=O)O)no2)c1,-15,1,5,2,5,-7,4,11,3,-4,10
CC(c1n[nH]c(=S)n1Cc1ccccc1)N(C)C (stereo unspecified),15,14,-11,-1,5,-1,11,-2,12,9,-1

# (cont.)
SMILES,NCOA1 inh,Exocytosis inh,NOD2-RIPK2 inh,LRH-1 inv ag,TWEAK Fn14 block,TLR9-MyD88 inh,NR2F2 inh,ABHD5-PLIN5 inh,SRC3 inh,TROY NFkB inh,SRC2 inh
CCOC(=O)C1CCCN(C(=O)c2ccc(CNS(=O)(=O)c3ccc(C)cc3)cc2)C1 (stereo unspecified),3,-1,5,17,8,2,5,-1,-5,0,-10
Cc1nc2sccn2c(=O)c1S(=O)(=O)NCc1ccccc1Cl,0,-1,-3,6,10,8,5,4,11,-5,-1
COc1ccc(-n2c(SC)nnc2-c2c[nH]c3ccccc23)cc1,18,1,5,-2,-20,8,5,12,10,17,2
COc1cc(NC(=S)NNC(=O)C(C)(C)O)cc(OC)c1,-9,1,3,9,-3,-6,3,-13,-12,-1,9
O=C(COC(=O)/C=C/c1ccc(Cl)cc1)Nc1ccccc1-c1ccccc1,-6,-9,0,-18,-9,3,13,0,-7,-15,2
CC(C(=O)NC1CCCC1)N(C(=O)CS(=O)CC(=O)Nc1ccc(F)cc1)c1ccc2c(c1)OCCO2 (stereo unspecified),-8,6,-11,13,12,3,4,-8,18,-1,-13
CCOc1cc(N2CCOCC2)c(OCC)cc1NC(=O)CN1CCN(Cc2ccc3c(c2)OCO3)CC1,5,-6,-1,-14,-23,-12,-4,-2,20,8,5
N#Cc1c(NC(=O)Cn2cnc3ccccc3c2=O)oc(-c2ccccc2)c1-c1ccccc1,6,-12,6,1,8,4,-5,-2,11,33,-6
CC(c1ccccc1)N(C)CC(=O)NC(=O)NCCC1=CCCCC1 (stereo unspecified),2,2,-7,6,-11,1,-5,3,-15,8,-16
CCOC(=O)C1(C)CCCN(C(=O)c2ccc(F)c(Cl)c2)C1 (stereo unspecified),-7,71*,4,-3,5,.,12,-1,-12,3,-11
CC1(C)SC(=S)N(c2ccccc2)C1/[N+]([O-])=C/c1cccc([N+](=O)[O-])c1 (stereo unspecified),-2,9,2,-23,9,.,-3,-10,20,20,-15

# Screens as filed in PubChem.
